# High-throughput results: PubChem, National Center for Advancing Translational Sciences (NCATS)
# ERG Ets-DNA blk = inhibitors of human ERG Ets domain-DNA interaction; fluorescence polarization, His-ERG Ets domain / labelled DNA; P11308; actives 0.028% (n = 370,000); AID 624246; Potency, µM (series often up to 76.9 µM), inactives show top-dose FP activity, negative = inhibition, most hits filed as inhibitors; active means well fitted inhibition curve with a large enough effect in the polarisation, with a control signal flat; inconclusive means small, poorly fitted or top-dose-only effect, or effect the other way, or a change in a side signal; inactive means no such curve, though single readings can be large or run the other way; the % refers to the polarisation;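 further: polarization taken with two DNA probes labelled with fluorescein and Texas red; potency means the concentration at half of the fitted maximal effect; % of control where 0% means no effect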
# Target sequence (P11308 whole entry, looked up, the tested form may be a part): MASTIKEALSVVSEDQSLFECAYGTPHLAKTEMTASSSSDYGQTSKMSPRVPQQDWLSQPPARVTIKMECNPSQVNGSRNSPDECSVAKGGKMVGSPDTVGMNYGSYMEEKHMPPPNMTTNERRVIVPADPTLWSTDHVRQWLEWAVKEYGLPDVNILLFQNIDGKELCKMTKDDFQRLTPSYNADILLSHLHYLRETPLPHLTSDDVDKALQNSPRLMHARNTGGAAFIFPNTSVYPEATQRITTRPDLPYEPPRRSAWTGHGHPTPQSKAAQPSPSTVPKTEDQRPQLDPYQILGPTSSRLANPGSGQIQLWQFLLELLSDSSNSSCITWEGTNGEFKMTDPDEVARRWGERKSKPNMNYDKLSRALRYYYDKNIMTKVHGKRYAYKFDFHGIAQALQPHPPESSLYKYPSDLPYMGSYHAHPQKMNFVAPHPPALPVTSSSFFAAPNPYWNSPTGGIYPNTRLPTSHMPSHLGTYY
#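 His-tagged ERG Ets domain (1 uM in the protein solution; 300mM KCl, 50mM Tris-HCl, 1mM EDTA, 1mM DTT, pH 7.5) received compound, then a probe mix of 5 nM fluorescein-DNA and 100nM Texas-615-DNA. Fluorescence polarization was read for both dyes.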
# Pol beta inh = blocks human DNA polymerase beta activity | Pol beta primer extension/strand displacement, fluorescence kinetic | actives 1.3% (n = 340,000) | Potency, µM (highest dose often 114 µM), inactives show top-dose activity change, negative = inhibition, hits mostly inhibitors | P06746; further: potency means the concentration at half of the fitted maximal effect; on the % scale 0 is the no-effect control and ±100 the full control effect
#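 Kinetic readout of DNA synthesis with strand displacement by Pol beta. Compound and 10 nM enzyme sit 15 min at room temperature; 50 nM substrate starts the reaction, read immediately and at 10 min.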
# Pol iota inh = blocks human DNA polymerase iota activity; Q9UNA4; Pol iota fluorescent replication assay, 10 min; Potency, µM (top dose mostly 115 µM), without a hit: at the top dose activity, negative = inhibition, most hits filed as inhibitors; actives 1% (n = 390,000); AID 588590; further: potency means the concentration at half of the fitted maximal effect
#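 Pol iota at 10 nM preincubated 15 min with compounds at room temperature; reaction started with fluorescent substrate, 50 nM final. Fluorescence read kinetically at 0 and 10 min; buffer-only wells as negative control.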
# TRHR ag = TRH receptor (human) agonism; activation, % at 2 µM; actives 0.18% (n = 360,000); TRHR cells, calcium flux fluo-8, FDSS agonist mode; P34981; in the data active means activation above about 30%; further: 0% is about no effect
# Target sequence (P34981 whole entry, looked up): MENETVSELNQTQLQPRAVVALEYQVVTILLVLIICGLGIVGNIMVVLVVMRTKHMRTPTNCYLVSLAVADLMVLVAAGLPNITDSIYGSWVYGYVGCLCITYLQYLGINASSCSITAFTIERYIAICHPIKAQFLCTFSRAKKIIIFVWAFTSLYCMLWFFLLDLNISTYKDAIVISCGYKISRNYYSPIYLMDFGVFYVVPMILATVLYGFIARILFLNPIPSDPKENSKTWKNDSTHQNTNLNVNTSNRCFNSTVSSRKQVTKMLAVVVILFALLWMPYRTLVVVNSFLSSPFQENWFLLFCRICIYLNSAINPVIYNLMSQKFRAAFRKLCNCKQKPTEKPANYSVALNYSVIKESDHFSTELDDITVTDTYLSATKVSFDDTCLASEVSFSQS
#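 Agonist-mode FDSS calcium read (Ex 480/Em 530, 1 s cycles) in 1536-well TRHR cells with fluo-8 dye, after 10-cycle baseline and 23 nL compound addition; TRH at EC20 (10 nM final) added afterwards for the enhancer phase.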
# Anesthetic bind = candidate novel general anesthetic via apoferritin binding; P02791; apoferritin/1-aminoanthracene competitive binding, fluorescence; Potency, µM (series often up to 77.5 µM), for inactives: at the top dose activity change, negative = displacement, most hits filed as inhibitors; actives 0.074% (n = 350,000); AID 485281; further: potency means the concentration at half of the fitted maximal effect; on the % scale 0 is the no-effect control and ±100 the full control effect; nearly all actives have a fitted effect of over 20% in size
# Target sequence (P02791 2-175 limits assumed): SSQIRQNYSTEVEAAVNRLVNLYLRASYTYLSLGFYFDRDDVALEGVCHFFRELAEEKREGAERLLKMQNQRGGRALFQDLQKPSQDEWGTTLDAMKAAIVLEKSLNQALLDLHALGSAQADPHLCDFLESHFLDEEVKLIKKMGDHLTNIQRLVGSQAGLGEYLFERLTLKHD
#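 Steps: apoferritin (10 uM) was premixed with half-saturated 1-AMA in PBS, compounds were pin-transferred, plates stood 10 min at room temperature, fluorescence was read at 380/535 nm, and curves were fitted with a Hill equation.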
# ALOX12 inh = inhibitors of human 12S-lipoxygenase ALOX12 | P18054 | purified 12hLO, xylenol orange hydroperoxide absorbance | Potency, µM (highest dose often 108 µM), for the others: at the top dose activity change, negative = inhibition, usual class: inhibitors | actives 1.1% (n = 580,000) | AID 1671190; further: potency means the concentration at half of the fitted maximal effect; on the % scale 0 is the no-effect control and ±100 the full control effect
#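 Purified human 12hLO at 150 nM in 25 mM Hepes, 0.01% Triton X-100, pH 7.0, preincubated 15 min at room temperature with compound. Reaction started with 40 uM arachidonic acid, 30 min at room temperature. Hydroperoxide measured by Fe-xylenol orange, 573/405 nm absorbance ratio.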
# APEX1 inh = blocks human APE1 abasic DNA cleavage; P27695; Potency, µM (top dose mostly 65.8 µM), for inactives: top-dose activity change, negative = inhibition, hits mostly inhibitors; recombinant APE1, TAMRA/BHQ-2 abasic DNA cleavage fluorescence; actives 0.35% (n = 350,000);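 further: potency means the concentration at half of the fitted maximal effect; plate controls were vehicle for no effect and reference inhibitor for full effect; nearly all actives have a fitted effect of over 55% in size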
#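 Incision of a quenched TAMRA/BHQ-2 THF abasic-site duplex (50 nM) by 0.75 nM APE1, after 15 min compound preincubation, measured as fluorescence increase over three 60 s reads. Values normalized to buffer, DMSO and NSC13755 control wells.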
# BLM inh = Bloom syndrome helicase (human) inhibition; recombinant BLM DNA unwinding, fluorescence dequenching; P54132; Potency, µM (doses to about 56.1 µM), without a hit: at the highest dose activity change, negative = inhibition, hits mostly inhibitors; actives 0.2% (n = 350,000);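 further: potency means the concentration at half of the fitted maximal effect; plate controls were vehicle for no effect and no enzyme for full effect; nearly all actives have a fitted effect of over 35% in size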
# Pol kappa inh = blocks human DNA polymerase kappa activity. Q9UBT6. purified Pol kappa, fluorescent DNA synthesis assay, 10 min. Potency, µM (highest dose often 107 µM), for the others: at the top dose activity, negative = inhibition, hits mostly inhibitors. actives 0.53% (n = 400,000); further: potency means the concentration at half of the fitted maximal effect; on the % scale 0 is the no-effect control and ±100 the full control effect
#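 Inhibition of 10 nM Pol kappa is measured by a fluorescent read-out at 0 and 10 min following addition of 50 nM substrate (final), with a 15-min room-temperature compound preincubation.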
# The depositor's hits bear a star; ? = inconclusive; . = not tested or not shown; & = joins results of further samples; [ ] = remark or other dose. Unless noted, the call rests on the fitted dose curve; in most records, active means well fitted curve in the direction sought with a large enough effect; inconclusive means small, poorly fitted or top-dose-only effect, or another doubt; inactive means no such curve, though single readings can be large; an effect the other way counts as inactive or inconclusive. Not all compounds are listed; rates above refer to the full screens.
SMILES,ERG Ets-DNA blk,Pol beta inh,Pol iota inh,TRHR ag,Anesthetic bind,ALOX12 inh,APEX1 inh,BLM inh,Pol kappa inh
O=C(NCc1cccnc1)C1CCN(S(=O)(=O)N2CCOCC2)CC1,4%,1%,0%[58.9 µM],0.4,-7%,2%,3%,-1%,-10%
CC(C)N(Cc1nc2ccccc2[nH]1)C(C)C,2%,-4%,?,0.2,3%,8%,10%,0%,-3%
COc1ccc(/C(C)=N/OCC(=O)Nc2nc3ccccc3s2)cc1,0%,3%,7%,-0.3,2%,9%,-8%,-10%,-18%
C=C(C)C1CC=C(C)/C(=N/NC(=O)CCC(=O)Nc2ccccc2Cl)C1 (centres undefined),7%,21%,-23%,-0.5,-10%,-11%,64%[activator],-4%,4%
CCOC(=O)CC(=O)Nc1ccn[nH]1,0%,-1%,-8%,-0.2,3%,296%[activator],-5%,-1%,-12%
CC(Sc1ccc(Cl)cc1)C(=O)NNC(=O)c1ccccc1O (centres undefined),-7%,0%,1%,-0.6,-18%,.,-22%,-2%,6%
COC(=O)c1cc2sccc2n1Cc1nc(-c2cccc(Cl)c2)oc1C,4%&7%,34%&17%,6%&-3%,0.0&0.2,-1%&-1%,-11%&2%,-3%,-5%&1%,14%&-1%
O=C(NNC(=O)c1ccc(Br)cc1)c1ccncc1,-7%,-8%,-1%,0.2,-6%,4%,7%,-3%,0%
Cc1ccc(S(=O)(=O)N(C)Cc2ccc(C(=O)N/N=C/c3ccc(OC(F)F)cc3)cc2)cc1,-20%,15%,2%,1.0,-2%,-18%,10%,0%,7%
CN(CCC1CCOCC1)C(=O)C1CCC(=O)N(CCc2cccc(F)c2)C1 (centres undefined),11%,10%,-11%,1.4,1%,22%,30%,4%,-3%
CCOC(=O)C1C(=O)Oc2ccc3ccccc3c2C1C1CCOC1=O (centres undefined),-21%,3%,19%,-1.0,-1%,12%[57.4 µM],7%,-5%,3%
CCOC(=O)c1[nH]c(CN2CCN(c3ccc(OC)cc3)CC2)c(C(=O)OCC)c1C,2%,16%,43%[activator],5.8,-21%,-20%,-8%,-5%,-9%
O=C(c1cn[nH]c1)N1CCc2c([nH]c3ccccc23)C1c1c(F)cccc1Cl (centres undefined),2%,-23%,6%,-1.0,-17%,?,5%,-7%,10%
Cc1nn(-c2ccccc2)c(Cl)c1C(=O)OCC(=O)NCCc1ccc(S(N)(=O)=O)cc1,7%,.,-9%,-0.3,.,-21%,30%,.,-1%
CCOc1ccc(S(=O)(=O)Nc2ccc(C(=O)NCCCN3CCCC3=O)cc2)cc1,6%,.,27%,-0.2,.,4%,-9%,.,-5%
Oc1c(C(c2ccccc2)N2CCOCC2)ccc2ccccc12 (centres undefined),8%,.,97%[activator],.,.,?,.,.,-7%
COc1ccc(C(=O)NC2CCCc3ccccc32)cc1 (centres undefined),-9%,0%,9%,-0.9,-14%,0%,-10%,-4%,-2%
CSCC[C@H](NC(=O)Nc1ccc(S(N)(=O)=O)cc1)C(=O)O,11%,15%,19%,-0.5,-7%,-13%,2%,4%,1%
O=C(NC1CCCC1)C(c1ccsc1)N(C(=O)Cc1cccs1)c1ccc(F)cc1 (centres undefined),.,24%,-1%,1.9,-6%,12%,-1%,-2%,-6%
CCOc1cc2c(Cl)ncnc2c(OCC)c1OCC,?,-1%,17%,-2.0,-6%,-8%,42%[activator],0%,7%
NNc1nc2ccccc2c(=O)n1Cc1ccccc1,11%,?,8%,-0.1,-9%,?,-5%,0%,-9%
O=C(NC1CCc2ccccc21)c1cc(COc2ccc(F)cc2Cl)on1 (centres undefined),-5%,0%,44%,3.0,?,-7%,0%,-5%,7%
CCC1CCCCN1C(=O)CSc1nc2ccsc2c(=O)n1Cc1ccccc1 (centres undefined),0%,1%,26%,-0.2,?,2%,5%,-2%,-21%
OCCNc1nc2ccccc2[nH]1,0%,23%,2%,0.1,-7%,3%,3%,-1%,-11%
Cc1c(NS(=O)(=O)c2ccc(Cl)c(C(=O)OC(C)C(=O)N3CCOCC3)c2)c(=O)n(-c2ccccc2)n1C (centres undefined),-3%,-17%,-16%,-0.2,-8%,0%,-3%,-4%,3%
CCOC(=O)NCCc1ccc(OC)cc1,-2%,-12%,12%,0.0,6%,471%[activator],1%,1%,-9%
CN(CC(=O)Nc1ccc(Cl)c(C(F)(F)F)c1)C(=O)Cn1cc([N+](=O)[O-])ccc1=O,25µM*,.,21%,1.0,.,?,-16%,.,3%
C(=Cc1c[nH]c2ccccc12)c1ccc2ccccc2n1,29%,.,13%,.,.,?,.,.,-20%
Cc1cc(C)c2c(=O)cc(C(=O)NCCc3ccc(S(N)(=O)=O)cc3)oc2c1,8%,2%,16%,0.6,-16%,6%&-25%,.,1%,7%
CCOC(=O)c1oc2ccccc2c1NC(=O)Cc1cccs1,-1%,12%,-5%[58.9 µM],1.3,?,-2%,-4%,-1%,-8%
COC(=O)c1ccccc1NC(=O)C1=C(C)C(=O)OC12CCC(C)CC2 (centres undefined),2%,1%,15%,0.2,-16%,-26%,.,-8%,-9%
Cc1ccc(CSc2oc(-c3ccco3)nc2S(=O)(=O)c2ccc(Br)cc2)cc1,1%,-27%,56µM*,2.2,3%,?,.,-18%,?
O=C(c1cccc(Cl)c1)C1CCCN(C(=O)c2ccoc2)C1 (centres undefined),30%[activator],4%,13%,-2.9,-14%,-1%,-2%,-1%,-3%
CCC(=O)NCC(c1cccs1)S(=O)(=O)c1ccc(C)cc1 (centres undefined),-2%,25%,28%,-0.1,-2%,11%,10%,-1%,8%
Cc1ccc(Cl)cc1N1CCN(S(=O)(=O)c2ccc3c(c2)C(C(C)C)C(=O)N3)CC1 (centres undefined),-1%,0%,-16%,0.7,-5%,-8%,.,-10%,-9%
Cc1ccc(NC(=O)CC2Oc3ccc(C)cc3NC2=O)cc1 (centres undefined),-18%,17%,-8%,-0.6,-12%,9%[57.4 µM],1%,8%,7%

# An excerpt from above in order of number of heavy atoms, ascending:
SMILES,ERG Ets-DNA blk,Pol beta inh,Pol iota inh,TRHR ag,Anesthetic bind,ALOX12 inh,APEX1 inh,BLM inh,Pol kappa inh
C(=Cc1c[nH]c2ccccc12)c1ccc2ccccc2n1,29%,.,13%,.,.,?,.,.,-20%
O=C(c1cccc(Cl)c1)C1CCCN(C(=O)c2ccoc2)C1 (centres undefined),30%[activator],4%,13%,-2.9,-14%,-1%,-2%,-1%,-3%
CN(CC(=O)Nc1ccc(Cl)c(C(F)(F)F)c1)C(=O)Cn1cc([N+](=O)[O-])ccc1=O,25µM*,.,21%,1.0,.,?,-16%,.,3%

# Continuation:
SMILES,ERG Ets-DNA blk,Pol beta inh,Pol iota inh,TRHR ag,Anesthetic bind,ALOX12 inh,APEX1 inh,BLM inh,Pol kappa inh
Cc1c(Cc2ccccc2)sc(/N=C/c2ccc3ccccc3c2)c1C(N)=O,2%,-1%,138%[activator],-0.1,5%,.,-4%,-1%,-4%
O=C(CCCN1C(=O)C(c2ccccc2)Oc2cccnc21)NCc1ccccc1F (centres undefined),17%,13%,22%,-2.3,-6%,9%,16%,-4%,-7%
c1ccc(-c2noc(CN3CCN(C(c4ccccc4)c4ccccc4)CC3)n2)cc1,.,-9%,11%,0.0,-3%,-3%,0%,-8%,-8%
O=C(c1ccc2c(c1)N(Cc1ccc(F)cc1)C(=O)CS2)N1CCOCC1,-3%,-2%,-7%[58.9 µM],-2.5,-10%,-16%,-3%,1%,-10%
CCN(CC(=O)Nc1c(F)cccc1F)C(=O)Cc1ccccc1,5%,18%,13%,-0.7,3%,-1%,0%,-1%,8%
COc1cc(-c2nnc(COc3ccc4ccccc4c3)o2)cc(OC)c1OC,-6%,-16%,5%,1.3,65%[activator],0%,-4%,-8%,-12%
CCCCOC(=O)/C=C/c1c(C)[nH]c(=O)[nH]c1=O,-5%,33%,13%,-0.4,-14%,-19%,-1%,-2%,-7%
COc1cc(/C=N/NC(=O)c2cccc(C(=O)N/N=C/c3ccc(O)c(OC)c3)n2)ccc1O,2%,?,?,0.8,5%,18%,-34%,-18%,-28%
COc1ccc(CNC(=O)C(CC(C)C)NC(=O)c2ccccc2C)cc1 (centres undefined),6%,40%,105%[activator],0.1,-5%,-8%,-7%,-3%,7%
C=CCn1cnc2scc(-c3ccc(OC)cc3)c2c1=O,4%,2%,11%,-0.2,?,19%,16%,-4%,2%
Cc1cc2c(c(C)c1Cl)C(c1ccc3c(c1)OCO3)CC(=O)O2 (centres undefined),3%,.,-30%,.,11%[110 µM],-41%,-17%&-8%,-9%[75.6 µM],-13%&-19%
N#Cc1ccccc1Cn1nnc2c(=O)[nH]c(C3CCCN(S(=O)(=O)c4ccc(F)cc4)C3)nc21 (centres undefined),4%,11%,-7%,-0.8,61%,-23%,.,1%,-6%
O=S(=O)(Nc1nc2ccc(Cl)cc2s1)c1cccs1,16%,7%,?,0.3,0%,.,-14%,-7%,-16%
CC(=O)N1CCN(c2nnc(-c3ccc(C)cc3)c3ccccc23)CC1,-2%,3%,35%[activator],-1.0,-10%,11%,-10%,-1%,-18%
CCCCNC(=O)c1cccc(NC(=O)c2nsc3ccccc23)c1,2%,1%,21%,-0.3,-1%,0%,.,0%,-9%[60.1 µM]
CCCSc1ccc([C@H]2N[C@@](C)(C(=O)OC)[C@H]3C(=O)N(C)C(=O)[C@@H]23)cc1OC,-1%,.,?,-0.1,.,-7%,2%,.,-14%
Cc1cccc(Nc2nc(N)c(C#N)c(CC#N)c2C#N)c1,11%,30%,107%[activator],0.7,-16%,-7%,10%,-1%,-3%
COCC(C)N1CC(O)=C(c2nc(-c3ccc(Cl)cc3)cs2)C1=N (centres undefined),16%,-1%,?,0.4,0%,-7%,-4%,-5%,-8%
